TDP-43 yeast inh = qHTS of TDP-43 Inhibitors. hit rate 1.8% among 410,000. TDP-43 expressing yeast growth rescue, BacTiter-Glo, 24 h. Potency, µM (highest dose often 46.1 µM), without a hit: at the top dose growth rescue (activation), hits mostly activators; further: potency means the concentration at half of the fitted maximal effect; % of control where 0% means no effect; nearly all actives have a fitted effect of over 50% in size
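Yeast expressing TDP-43 (pregrown in raffinose, seeded at OD600=0.02 in galactose medium) exposed to compounds 24 hr at 30 deg C. Growth read by BacTiter-Glo luminescence; rescue of toxicity appears as increased signal.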
aSyn yeast inh = qHTS of alpha-syn Inhibitors | Yeast expressing alpha-synuclein, growth rescue, BacTiter-Glo, 24 h | Potency, µM (highest dose often 46.1 µM), without a hit: at the highest dose growth rescue (activation), hits mostly activators | hit rate 0.14% among 370,000; further: potency means the concentration at half of the fitted maximal effect; % of control where 0% means no effect; nearly all actives have a fitted effect of over 65% in size
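Readout is rescue of growth in alpha-synuclein-expressing yeast, so inhibitors of toxicity appear as activators. Growth after 24 hr at 30 deg C in galactose medium is quantified by luminescence.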
FUS yeast rescue = qHTS for Suppressors of FUS Proteinopathy: Primary screen using FUS-linked yeast assay; AID 1347120, 2019; S. cerevisiae FUS-expressing, growth rescue, OD600, 24 h; hit rate 0.24% among 390,000; Potency, µM (top dose mostly 76.6 µM), for inactives: at the highest dose growth rescue (activation), usual class: activators;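 further: potency means the concentration at half of the fitted maximal effect; plate controls were DMSO vehicle for no effect and reference control for full effect; nearly all actives have a fitted effect of over 55% in size; some results filed as inactive show a strong effect at the top dose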
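Yeast expressing FUS under galactose induction, OD 0.005 in 2% galactose medium; compounds in a dilution series, 24 h at 30C. Growth rescue by absorbance at 600 nm; CP55940 positive control, DMSO negative.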
DRD3 agonist = qHTS of D3 Dopamine Receptor Agonist: qHTS | D(3) dopamine receptor (Homo sapiens), P35462 | D3R DiscoveRx beta-arrestin cells, luminescence, 90 min | max activation, % | hit rate 0.58% among 410,000 | AID 652048, 2013; in the data active means max activation above about 30%; further: 0% is about no effect; mostly tested at two doses, the higher about 12 µM
Target sequence (P35462 whole entry, looked up): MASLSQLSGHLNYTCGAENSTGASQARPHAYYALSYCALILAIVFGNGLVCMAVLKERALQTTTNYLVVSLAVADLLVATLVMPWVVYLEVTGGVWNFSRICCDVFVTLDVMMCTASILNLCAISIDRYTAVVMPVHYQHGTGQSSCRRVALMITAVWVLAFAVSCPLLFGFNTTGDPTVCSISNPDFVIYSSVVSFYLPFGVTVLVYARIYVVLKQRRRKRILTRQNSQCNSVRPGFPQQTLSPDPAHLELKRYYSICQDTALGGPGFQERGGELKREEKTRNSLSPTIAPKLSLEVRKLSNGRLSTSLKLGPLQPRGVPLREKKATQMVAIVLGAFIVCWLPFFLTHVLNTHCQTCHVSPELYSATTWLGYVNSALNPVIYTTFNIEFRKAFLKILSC
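Cells at 1500/well, incubated overnight, then treated with pinned compounds (dopamine as control) for 90 min at 37 degrees C. DiscoveRx reagent added for 30 - 60 minutes at room temperature; luminescence read.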
Abeta yeast res = qHTS for compounds that reverse cellular toxicity of Amyloid beta (A-beta) peptide in yeast: Primary Screen. yeast expressing A-beta42, growth rescue, OD600, 48 h; response scale: 0% DMSO, 100% iron-clioquinol control. Potency, µM (highest dose often 46.1 µM), for inactives: top-dose growth rescue, usual class: activators. hit rate 0.063% among 410,000. AID 1347071, 2019; further: potency means the concentration at half of the fitted maximal effect; nearly all actives have a fitted effect of over 55% in size
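Yeast A-beta toxicity model in growth medium with pinned compounds, 48 h at 30 C; growth read as absorbance at 600 nm. Normalized to FeCl3/clioquinol equimolar mix (positive) and DMSO (negative).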
EPAC2 antag = qHTS for Antagonist of cAMP-regulated guanine nucleotide exchange factor 2 (EPAC2): primary screen. Rap guanine nucleotide exchange factor 4 (Homo sapiens), Q8WZA2. EPAC2 GEF exchange of Rap1B-BODIPY-GDP, fluorescence. Potency, µM (titrated, usually from 114 µM), for inactives: at the top dose activity, negative = inhibition, hits mostly inhibitors. hit rate 0.18% among 360,000; further: potency means the concentration at half of the fitted maximal effect; on the % scale 0 is the no-effect control and ±100 the full control effect; nearly all actives have a fitted effect of over 45% in size; many of its hits are not listed in these tables
EPAC2 agonist = qHTS for Agonist of cAMP-regulated guanine nucleotide exchange factor 4 (EPAC2): primary screen; Rap guanine nucleotide exchange factor 4 (Homo sapiens), Q8WZA2; EPAC2 activation, biochemical qHTS; response scale: 100% = 6.5 mM cAMP response; Potency, µM (titrated, usually from 154 µM), without a hit: at the highest dose activation, actives largely listed as activators; hit rate 0.079% among 360,000; AID 720711, 2013; further: potency means the concentration at half of the fitted maximal effect; nearly all actives have a fitted effect of over 50% in size
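Fluorescence exchange assay: 100 nM EPAC2 with 250 nM RAP1B-BODIPY-GDP and 50 uM GDP; compounds tested as a concentration-titration series (qHTS). Loss of Rap1-bound BODIPY-GDP fluorescence read at 480/540 nm; data normalized to 6.5 mM cAMP.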
D3 antag = qHTS of D3 Dopamine Receptor Antagonist: qHTS; D(3) dopamine receptor (Homo sapiens), P35462; D3R cells, DiscoveRx beta-arrestin luminescence, antagonist mode; stronger effect = lower value; max response, negative = inhibition, %; hit rate 2.5% among 360,000; in the data active means max response below about -50%; inconclusive means no clear call, values can overlap the other calls; further: on the % scale 0 is the no-effect control and ±100 the full control effect; mostly tested at two doses, the higher about 12 µM
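Cells expressing the human receptor were seeded at 1500 cells/well, incubated overnight at 37 degrees C in 5% CO2, then exposed to library compounds with dopamine controls for 90 minutes at 37 degrees C before luminescent detection.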
The depositor's hits bear a star; ? = inconclusive; . = no result given; & = joins results of further samples; [ ] = another dose, or the depositor's remark. Unless noted, the call rests on the fitted dose curve; in most records, active means well fitted curve in the direction sought with a large enough effect; inconclusive means small, poorly fitted or top-dose-only effect, or another doubt; inactive means no such curve, though single readings can be large; an effect the other way counts as inactive or inconclusive.

SMILES | TDP-43 yeast inh | aSyn yeast inh | FUS yeast rescue | DRD3 agonist | Abeta yeast res | EPAC2 antag | EPAC2 agonist | D3 antag
COc1cccc(CNC(=O)C2CCN(S(=O)(=O)c3ccc4c(ccn4C)c3)CC2)c1 | 25% | . | 42% | -6 | -7% | . | . | .
CC(=O)Nc1ccc(C)cc1-c1nc2ccccc2n(CC(=O)Nc2cc(Cl)ccc2C)c1=O | 8% | . | 17% | -7 | 17% | . | . | .
COc1cccc(CN2CCN(Cc3nc(C(C)C)cs3)CC2CCO)c1 (stereo unspecified) | -3% | 2% | 12% | -8 | 1% | 15% | 1% | -1
CC(C)(C)c1ccc(C(=O)NCCC(=O)NNC(=O)COc2ccc(F)cc2)cc1 | 11% | 1% | -14% | 5 | -2% | -1% | 6% | 7
CC(C)CC(=O)N(Cc1ccc(F)cc1)C1CCS(=O)(=O)C1 (stereo unspecified) | -11% | 3% | 2% | 9 | -1% | 11% | 6% | 31
Fc1ccc(N2N=C(c3cccs3)CC2c2ccco2)c(F)c1 (stereo unspecified) | -5% | -16% | -1% | -6 | -9% | -5% | 20% | -9
CCC(OC(=O)c1nsc(Cl)c1Cl)C(=O)NCC1CCCO1 (stereo unspecified) | -13% | 1% | 4% | 9 | -4% | 17% | 6% | -8
C=CCn1c(SCc2nc3ccccc3[nH]2)nnc1-c1cccc(OC)c1 | -12% | -8% | 24% | 0 | 14% | 8% | 6% | 12
Cc1ccc(NC(=O)Cn2nc(C(=O)O)c3ccccc3c2=O)cc1S(=O)(=O)N1CCCCCC1 | -1% | -3% | . | -4 | -6% | 5% | 3% | 15
O=C(Cn1cnc2cc([N+](=O)[O-])ccc2c1=O)NCc1ccccc1 | -5%[9.22 µM] | -3% | 49% | -22 | -9% | 3% | 9% | -3

Rewritten as labelled records: entries from further up.
Fc1ccc(N2N=C(c3cccs3)CC2c2ccco2)c(F)c1 (stereo unspecified)
  TDP-43 yeast inh: -5% | aSyn yeast inh: -16% | FUS yeast rescue: -1% | DRD3 agonist: -6 | Abeta yeast res: -9% | EPAC2 antag: -5% | EPAC2 agonist: 20% | D3 antag: -9
CCC(OC(=O)c1nsc(Cl)c1Cl)C(=O)NCC1CCCO1 (stereo unspecified)
  TDP-43 yeast inh: -13% | aSyn yeast inh: 1% | FUS yeast rescue: 4% | DRD3 agonist: 9 | Abeta yeast res: -4% | EPAC2 antag: 17% | EPAC2 agonist: 6% | D3 antag: -8

The results go on:
SMILES | TDP-43 yeast inh | aSyn yeast inh | FUS yeast rescue | DRD3 agonist | Abeta yeast res | EPAC2 antag | EPAC2 agonist | D3 antag
Cc1noc(/C=C/N(C)C)c1S(=O)(=O)N1CCC(C(=O)Nc2ccc(Cl)cc2)CC1 | -16% | 1% | 41% | 3 | . | 5% | 28% | -24
Nc1cc(=O)[nH]c(SCc2ccc(Cl)cc2)n1 | -13% | -15% | 17% | -4 | -7% | 7% | 0% | 6
CC1(C2CC2)NC(=O)N(CC(=O)N2CCN(c3cccc(C(F)(F)F)c3)CC2)C1=O (stereo unspecified) | 8% | 0% | 16% | -1 | -3% | -5% | 1% | 0
CCc1ccc(NC(=O)COCc2cc(-c3ccc(F)cc3)on2)cc1 | 22% | . | -4% | 11 | -13% | . | . | .
O=C1NC(c2ccc(-c3ccccc3[N+](=O)[O-])o2)C(C(=O)c2ccccc2)C(O)(C(F)(F)F)N1 (stereo unspecified) | 1% | -3% | -8% | 2 | -1% | 25%[57.1 µM] | 8% | 19
NCCOc1cnn(-c2ccccc2Cl)c(=O)c1Cl | -4% | -3% | . | 3 | 8% | 8% | 6% | 1
COc1ccccc1Cc1c(C2CCCCC2)nc2ccc(Cl)cn12 | 14% | -8% | -1% | -15 | -25% | -14% | 26% | ?
CCCNC(=O)C(Cc1cccc(OC)c1)NC(=O)c1ccc(C#N)cc1 (stereo unspecified) | -3% | -3% | -13% | 11 | -22% | -2% | 0% | -20
O=C(CN1CCOCC1)NN1CC(=O)N(c2ccc(Cl)cc2)CC1=O | 0% | -5% | 0% | -10 | -6% | 3% | 8% | -19
CC1=C(C(=O)Nc2cccc(C(=O)N3CCN(c4cccc(C(F)(F)F)c4)CC3)c2)SCCO1 | 29% | 13% | ? | -5 | 13% | -14% | -1% | 14
OC[C@@H]1CN(Cc2ccc(F)cc2)C[C@H](n2cnc3c(NC4CCCC4)ncnc32)O1 | -1% | -1% | 11% | 6 | -14% | 0% | 10% | 4
Cc1cccc(C)c1NC(=O)C(c1cccc(F)c1)N1CCN(C)CC1 (stereo unspecified) | 7% | 0% | -6% | -4 | -6% | 4% | 1% | -13
CC(C)(C)c1ccccc1NC(=O)COC(=O)CN1C(=O)NC2(CCCC2)C1=O | -3% | 0% | 19% | -6 | -12% | 13% | -2% | 17
CCN(CC)S(=O)(=O)c1ccc(Cl)c(NC(=O)COc2ccccc2[N+](=O)[O-])c1 | 8% | -1% | 4% | 8 | 20% | 15% | -3% | 33
Cc1cc2c(=O)n(C)c(SCC(=O)Nc3cccc(F)c3)nc2s1 | -34%[inhibitor] | -22% | 11% | -10 | -17% | -4% | 16% | -17
COc1ccc(C(=O)NC2CC2)cc1OC1CCN(Cc2ccc(F)c(F)c2)CC1 | 15% | -1% | 32% | 0 | 7% | 0% | 6% | 6
O=C(O)c1ncsc1-c1ccccc1 | -1% | 1% | -12% | 0 | 10% | 4% | 9% | -13
COc1ccc(/C=N/NC(=O)Cn2c(Cc3ccc(OC)c(OC)c3)nc3ccccc32)cc1 | 12% | 10% | . | -3 | -1% | 4% | 2% | 9
Cc1cc(C)c(-c2csc(NC(=O)C3=NN(c4ccccc4)C(=O)CC3)n2)c(C)c1 | 24% | 17% | 19% | 6 | 5% | 4% | 4% | 28
CC(=O)NC1=NN(C(C)=O)C(c2ccc(F)cc2)S1 (stereo unspecified) | -15%[9.22 µM] | -8% | 1% | 20 | -13% | -7% | 11% | 18

Rewritten tab-delimited: entries from further up.
SMILES	TDP-43 yeast inh	aSyn yeast inh	FUS yeast rescue	DRD3 agonist	Abeta yeast res	EPAC2 antag	EPAC2 agonist	D3 antag
O=C(O)c1ncsc1-c1ccccc1	-1%	1%	-12%	0	10%	4%	9%	-13
CC(=O)NC1=NN(C(C)=O)C(c2ccc(F)cc2)S1 (stereo unspecified)	-15%[9.22 µM]	-8%	1%	20	-13%	-7%	11%	18
OC[C@@H]1CN(Cc2ccc(F)cc2)C[C@H](n2cnc3c(NC4CCCC4)ncnc32)O1	-1%	-1%	11%	6	-14%	0%	10%	4
COc1ccc(C(=O)NC2CC2)cc1OC1CCN(Cc2ccc(F)c(F)c2)CC1	15%	-1%	32%	0	7%	0%	6%	6
CC(C)(C)c1ccccc1NC(=O)COC(=O)CN1C(=O)NC2(CCCC2)C1=O	-3%	0%	19%	-6	-12%	13%	-2%	17
Cc1cc(C)c(-c2csc(NC(=O)C3=NN(c4ccccc4)C(=O)CC3)n2)c(C)c1	24%	17%	19%	6	5%	4%	4%	28
CCN(CC)S(=O)(=O)c1ccc(Cl)c(NC(=O)COc2ccccc2[N+](=O)[O-])c1	8%	-1%	4%	8	20%	15%	-3%	33

Next structures follow.
SMILES | TDP-43 yeast inh | aSyn yeast inh | FUS yeast rescue | DRD3 agonist | Abeta yeast res | EPAC2 antag | EPAC2 agonist | D3 antag
COCCNC(=O)c1ccc(CS(=O)(=O)c2cccc(C(F)(F)F)c2)o1 | -11% | -2% | -1% | -3 | 2% | 12% | 3% | -8
Cc1onc(-c2ccccc2)c1C(=O)Nc1nnc(CC(C)C)s1 | -21% | -4% | 35% | -10 | -6% | 8% | 6% | -7
COc1ccc(NC(=O)CSc2nc3ccccc3c(=O)n2CCNC(C)=O)c(OC)c1 | 6% | -1% | 28% | -5 | -4% | -2% | -3% | -27
Nc1c(C(=O)NCCN2CCOCC2)c2nc3ccccc3nc2n1-c1ccccc1 | -16% | 2% | 18% | 10 | 6% | 0% | 6% | 4
O=C(CSc1nccn1Cc1ccc(F)cc1)Nc1ccc2c(c1)OCCO2 | 15% | . | 6% | -7 | 18% | . | . | .
O=C(Nc1ccc(C(=O)Oc2ccccc2)c(O)c1)c1ccco1 | 2% | -13% | 26% | -3 | -25% | -9% | 26% | 58
CCN1CCN(C(=O)c2ccc(S(=O)(=O)Nc3ccccc3)cc2)CC1 | -8% | -1%[1.84 µM] | 14% | -21 | -10% | -3% | 3% | -3
O=C(Cn1c(=O)n(-c2ccccc2)c(=O)c2c3c(sc21)CCC3)c1ccc(F)cc1 | 7% | . | -11% | -4 | -5% | . | . | .
CCOC(=O)CSc1nc(C2CC2)cc(-c2ccc(Cl)cc2)c1C#N | -19% | -16% | . | 4 | 8% | -2% | 4% | 3
OCCC1CN(CCCc2ccccc2)CCN1Cc1ccccc1 (stereo unspecified) | 0% | 3% | 21% | -21 | 1% | -7% | -3% | -82*
CCn1c(N2CCN(Cc3ccc([N+](=O)[O-])cc3)CC2)nc2ccccc21 | 0% | 3% | 2% | -3 | -12% | -3% | 7% | -14
CCN(CC(=O)Nc1ccc(NC(C)=O)cc1)CC(=O)Nc1ccc(F)c(Cl)c1 | 9% | 6% | -5% | -9 | -13% | -8% | 1% | 5
CCOc1ccccc1NC(=O)C1CCCN(S(=O)(=O)c2ccc3c(c2)CCCN3C(C)=O)C1 (stereo unspecified) | 10%&5% | 8% | 27%&44% | -4&-3 | 7%&8% | -11% | 3% | 7
CCN(CC)CCn1c(NCc2ccc(C)o2)nc2ccccc21 | -18% | 1% | 0% | -4 | -1% | 14% | -1% | 9
CN(C)S(=O)(=O)c1ccc2c(c1)N(CC(=O)N1CCN(c3ccc(F)cc3)CC1)CCS2 | -5% | -3% | 8% | -5 | -18% | . | . | .
C=C(C)CC1(NC(C)c2ccccc2)CCCCC1 (stereo unspecified) | -12% | -8% | . | -12 | 6% | 4% | 11% | -22
N#C/C(=N\Nc1cccc([N+](=O)[O-])c1)C(=O)c1ccc(Br)cc1 | 8% | -2% | 24% | -4 | -10% | ? | -18% | ?

These rows are one share of the data. The share of hits here may be higher or lower than overall.
